RTF Ca sens act: increases calcium sensitivity of human cardiac regulated thin filaments | P19429+P45379 | IANBD-labeled TnC RTF fluorescence at EC20 calcium; 0% EC20 calcium, 100% full calcium | activation, % at 7.2 µM | hit rate 0.24% among 340,000;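 active = activation above the mean over all tested compounds plus 3 SD, cut at about 30% in these data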;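 also: rise in fluorescence read as greater calcium sensitivity of cardiac thin filaments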
Keap1-Nrf2 PPI: Keap1-Nrf2 (human) interaction inhibition; Keap1 Kelch-Nrf2 peptide fluorescence polarization, 1536-well; hit rate 0.15% among 340,000; inhibition, % at 9.4 µM; in the data active = inhibition above about 12%;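 also: human Keap1 Kelch domain with fluorescein labeled Nrf2 9mer peptide probe; 0% = neutral control wells and 100% = peptide positive control; higher means more block of Keap1 binding to Nrf2 peptide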
V-ATPase pH: alters yeast V-ATPase proton transport. S. cerevisiae, pHLuorin cytosolic pH fluorescence. response, % at 10 µM. hit rate 0.37% among 350,000; in the data active = response mostly above about 7.3%, no sharp cut-off; inactive = mostly below about 5.4%; also: actives read high; inactives centre near 0; some compounds called inactive have numbers as strong as hits; reference of the scale not given here
MOR-DOR inv ag: mu-delta opioid heterodimer inverse agonism; P35372+P41143; cell-based MOR-DOR heterodimer luminescence; inhibition, % at 9.3 µM; hit rate 0.21% among 340,000; AID 504357; in the data active = inhibition above about 22%, passing the limit was not always enough;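 also: 0% = cells with DMSO and 100% = wells without cells with DMSO; values of inactives mirror those of a sister screen read the other way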
Target sequence (P35372 whole entry, looked up): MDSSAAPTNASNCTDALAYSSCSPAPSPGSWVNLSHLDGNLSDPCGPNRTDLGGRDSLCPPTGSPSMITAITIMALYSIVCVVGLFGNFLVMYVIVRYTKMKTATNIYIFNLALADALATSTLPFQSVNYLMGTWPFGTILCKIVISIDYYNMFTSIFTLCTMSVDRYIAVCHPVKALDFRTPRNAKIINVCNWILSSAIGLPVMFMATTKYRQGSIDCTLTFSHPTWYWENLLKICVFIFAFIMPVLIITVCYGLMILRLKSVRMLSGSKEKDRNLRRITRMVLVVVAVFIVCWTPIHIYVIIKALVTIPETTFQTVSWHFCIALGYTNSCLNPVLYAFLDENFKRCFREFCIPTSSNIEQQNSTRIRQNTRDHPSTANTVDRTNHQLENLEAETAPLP
Target sequence (P41143 whole entry, looked up): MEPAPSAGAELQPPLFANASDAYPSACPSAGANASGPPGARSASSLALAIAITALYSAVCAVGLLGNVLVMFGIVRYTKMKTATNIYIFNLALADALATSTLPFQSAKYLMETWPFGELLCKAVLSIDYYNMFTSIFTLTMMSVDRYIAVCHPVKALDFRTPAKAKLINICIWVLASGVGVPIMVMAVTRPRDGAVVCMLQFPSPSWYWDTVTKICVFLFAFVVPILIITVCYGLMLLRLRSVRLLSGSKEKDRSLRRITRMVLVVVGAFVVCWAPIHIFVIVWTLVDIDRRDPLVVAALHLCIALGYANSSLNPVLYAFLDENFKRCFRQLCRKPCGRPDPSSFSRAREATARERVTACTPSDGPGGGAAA
LANA DNA inh: blocks KSHV LANA C-terminal domain binding to DNA. AID 504423. hit rate 0.078% among 340,000. MBP-C-LANA/FAM-LBS DNA binding, fluorescence polarization. inhibition, % at 9 µM;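 active = highest replicate inhibition at or above 60% at 9 µM, even if other replicates fall short; inactive = all replicates below 60% inhibition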;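 also: 0% = neutral control wells and 100% = 4 µM acridine orange control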
Wnt bcat act: Wnt/beta-catenin pathway activation. Wnt/beta-catenin reporter cell assay, activator, plate reader. activation, % at 9.35 µM. hit rate 1.2% among 300,000; in the data active = activation above about 30%, passing the limit was not always enough;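 also: 0% = neutral control wells and 100% = positive control wells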
MOR-DOR ag: agonists of human mu-delta opioid receptor heterodimerization | P35372+P41143 | cells, OPRM1-OPRD1 heterodimerization, luminescence | activation, % at 9.3 µM | hit rate 0.3% among 340,000 | AID 504326; in the data active = activation above about 18%;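 also: 0% = vehicle-treated cells and 100% = reference agonist; values of inactives mirror those of a sister screen read the other way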
Pemphigus Ab inh: human desmoglein-3 autoantibody binding inhibition; P32926; DSG3-coupled beads, scFv-anti-DSG3-GFP binding, flow cytometry; active compounds read low; binding (percent of control), % at 10 µM; hit rate 0.48% among 310,000;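 active = binding more than 3 SD below its plate's average and above zero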;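 also: hits lower antibody fragment binding to DSG3; some compounds called inactive have numbers as strong as hits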
Arrestin-AP2 inh: blocks beta-arrestin peptide binding to AP2 adaptin. FITC-arrestin peptide / GST-AP2 beads, flow cytometry; AP2 beta2 appendage carries R879A mutation. inhibition, % at 10 µM. hit rate 0.31% among 340,000. AID 504490;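 active = inhibition above a set limit, near 3 SD of compounds lacking own fluorescence, cut at about 54% in these data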;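 also: plate controls were DMSO wells for no effect and 5 µM unlabelled arrestin peptide for full effect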
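System: GST-AP2 R879A glutathione beads. Medium: PBS with 0.05% Tween 20 and 0.1% BSA. Also added: FITC-arrestin peptide, 50 nM. Incubation: 12 min plus 1 h, RT. Measured by: high-throughput flow cytometry of beads, ex 488, em 535 nm. Evaluation: percent drop in bead-associated FITC signal.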
Cardiac RTF inh: cardiac RTF calcium desensitization; hit rate 0.12% among 340,000; IANBD-labeled cardiac RTF, Ca2+ fluorescence; inhibition, % at 7.15 µM;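 active = inhibition above the mean inhibition of all tested compounds plus 3 SD, cut at about 17% in these data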;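 also: assay run at fixed EC70 calcium of 1.6 mM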
Active calls of the source: *; i = inactive; . = no result given.

SMILES	RTF Ca sens act	Keap1-Nrf2 PPI	V-ATPase pH	MOR-DOR inv ag	LANA DNA inh	Wnt bcat act	MOR-DOR ag	Pemphigus Ab inh	Arrestin-AP2 inh	Cardiac RTF inh
COc1cc(Nc2nc(-c3ccccc3)c3cc(C)ccc3n2)cc(OC)c1OC	4	-5	8	-7	0.4	.	1.2	109	1	7
Cc1ccc(NC(=O)N2CCC(NC(=O)c3cccc(C)c3)CC2)cc1	-1	3	1	16	0.9	-1	-3.1	112	-9	0
COc1cccc(N(CC(=O)NCCSc2ccccn2)S(C)(=O)=O)c1	0	-9	-2	10	0.2	.	-1.6	114	-2	-8
O=C(CCn1cnnn1)NC1CCCN(Cc2ccccc2F)C1 (centres undefined)	1	-4	-2	17	-0.1	-2	-3.2	110	-2	-3
Cc1c(C(=O)N2CCCCC2)oc2ccccc12	0	-2	-2	8	-0.6	0	-1.5	94	-20	1
CCC(C)(C)n1nnnc1C(c1cc2cccc(C)c2[nH]c1=O)N1CCCC1 (centres undefined)	3	-5	-2	10	0.6	.	-1.8	133	2	-8
COCCN(C(=O)c1cc(-c2ccco2)nc2ccccc12)c1c(N)n(Cc2ccccc2)c(=O)[nH]c1=O	-3	3	2	8	0.9	1	-1.5	79	4	3
Cc1nc(-c2cn[nH]c2-c2ccc(O)cc2O)cs1	-5	3	-2	7	0.6	-1	-1.0	107	4	10
CCCC(=O)N1CCN(c2nc3ccccc3s2)CC1	-5	-2	-3	11	-0.7	0	-2.0	106	-10	-7
Cc1ccc(C)c(/C=C2\CCn3c2nc2cc(C(=O)O)ccc2c3=O)c1	-4	-6	-2	13	0.9	-2	-2.8	86	-6	-2
COc1ccc(-c2nc3n(n2)C(=O)CC(c2ccco2)S3)cc1 (centres undefined)	3	-8	2	-18	0.0	.	3.4	103	0	1
Cc1cccc(CN2C(=O)c3ccccc3Sc3ccc(C(=O)NCCCN4CCOCC4)cc32)c1	-2	-3	1	12	-1.5	-3	-2.3	101	-15	-3
Cc1ccc(N(C(=O)CNC(=O)c2ccco2)C(C(=O)NC2CCCC2)c2ccncc2)cc1 (centres undefined)	0	-5	2	2	-2.1	-1	-0.2	.	1	11
CN1CCN(c2ccc(S(=O)(=O)N3CCCCC3)cc2NC(=O)Cc2c(F)cccc2Cl)CC1	-4	-1	12	5	0.6	1	-0.8	106	-8	3
CCCn1c(=O)c(C(=O)NCCc2ccc(OC)cc2)c(O)c2ccccc21	-4	-1	3	3	2.4	-1	-0.7	120	55*	-3
COc1ccc(C2=NN(CCC(=O)NCc3cccs3)C(=O)CC2)cc1	0	-1	-1	6	-0.4	1	-1.2	98	10	-1
CCNC(=S)Nc1ccc(N2CCCCC2)cc1	-2	-2	-4	11	0.3	0	-2.1	98	-6	-3
CCOC(=O)N1CCN(C(=O)CSCc2ccc(C)cc2)CC1	-11	-3	-1	-9	-1.4	.	1.6	104	24	-10
CCOc1ccc(CN(C(=O)/C=C/c2ccco2)C2CCS(=O)(=O)C2)cc1 (centres undefined)	-2	-10	0	14	-0.3	0	-2.7	.	-1	2
COC(c1ccccc1)c1nnc(CCC(=O)N(C)CCOc2ccccc2)o1 (centres undefined)	-5	-1	-1	9	-0.3	5	-1.6	105	15	-7

2 compounds from above, limited to MOR-DOR ag:
| SMILES | MOR-DOR ag |
| --- | --- |
| O=C(CCn1cnnn1)NC1CCCN(Cc2ccccc2F)C1 (centres undefined) | -3.2 |
| Cc1cccc(CN2C(=O)c3ccccc3Sc3ccc(C(=O)NCCCN4CCOCC4)cc32)c1 | -2.3 |

Carrying on:
SMILES	RTF Ca sens act	Keap1-Nrf2 PPI	V-ATPase pH	MOR-DOR inv ag	LANA DNA inh	Wnt bcat act	MOR-DOR ag	Pemphigus Ab inh	Arrestin-AP2 inh	Cardiac RTF inh
COc1ccc(Nc2cc(C)nc3ccccc23)cc1	9	0	-3	10	-0.4	0	-2.0	101	22	1
COc1cccc(C(=O)/C=C/c2ccc(N3CCCCC3)c([N+](=O)[O-])c2)c1	-8	1	-1	15	-0.3	4	-2.8	111	-8	-10
CCOc1ccc(S(=O)(=O)N(C)c2ccc(OCC(=O)NCCc3ccc(OC)cc3)cc2)cc1	4	-7	-2	6	0.5	-1	-1.2	94	8	8
CC1CCCC(C)N1/N=C/c1ccccc1OC(F)F (centres undefined)	3	2	1	-13	-1.3	-2	2.3	101	1	-14
CN(C)C(CNC(=S)Nc1cccc(Cl)c1)c1cccnc1 (centres undefined)	0	2	0	i	0.6	.	324*	84	-2	-8
CC(=O)Nc1ccc(S(=O)(=O)NC2CCS(=O)(=O)C2)cc1Cl (centres undefined)	3	-3	0	14	-1.8	1	-2.7	100	6	-8
CC(C)CC(=O)N=C1SC2CS(=O)(=O)CC2N1Cc1ccccc1Cl (centres undefined)	.	.	0	.	.	-1	.	102	0	.
O=C(CSc1nc(-c2ccccc2)nn1C(=O)c1ccccc1)Nc1cccc([N+](=O)[O-])c1	9	1	-1	4	0.4	3	-0.7	109	17	-3
COc1ccc(NS(=O)(=O)c2cccc(C(=O)N3CCC3)c2)cc1	-5	0	3	17	1.6	0	-3.3	107	-12	-9
CCOc1ccc(OCCC(=O)Nc2ccc3c(c2)OCO3)cc1	-1	-8	-1	-7	-0.3	1	1.8	106	3	2
CCCS(=O)(=O)N1CCN(S(=O)(=O)c2ccccc2)CC1	7	-5	-1	-1	4.4	-4	0.1	110	-9	-10
Cc1ccc(S(=O)(=O)N2CCCCC2)cc1C(=O)N1C(C)CCCC1C (centres undefined)	0	0	2	13	-2.1	13	-3.4	.	4	-5
O=C(NNc1cc(C(F)(F)F)ccc1Cl)c1ccc(=O)[nH]c1	-4	5	-3	-2	-0.4	14	0.2	.	-16	6
Cc1ccc(NC(=O)C(OC(=O)c2ccc(O)cc2)c2ccccc2)cc1Cl (centres undefined)	-1	-7	4	-7	-0.3	-1	1.2	89	-4	-16
COc1ccc(NC(=O)N2CCCC(c3ccccc3)C2)cc1 (centres undefined)	-5	1	-1	7	-0.1	2	-1.6	100	3	-4
Cc1ccc(CN2CC(C(=O)N(Cc3nnc(-c4ccccc4Cl)o3)C3CC3)CC2=O)cc1 (centres undefined)	6	-2	4	9	-1.3	-3	-1.6	114	-7	5
c1ccc(Cn2c(Nn3cnnc3)nc3ccccc32)cc1	-3	4	0	16	0.1	-1	-3.8	104	-1	1
CC(C)NC(=O)N(C)C[C@H]1Oc2c(NC(=O)C3CCCCC3)cccc2C(=O)N([C@H](C)CO)C[C@@H]1C	-4	0	-2	14	-2.4	1	-2.6	100	-5	3
Cc1cccc(C(=O)N(CC(=O)Nc2sc(C)c(C)c2C(N)=O)C2CCCC2)c1	-1	2	-2	14	1.3	-2	-2.2	.	15	-8
O=C(CCC(=O)N1CCc2ccccc2C1)N1CCN(S(=O)(=O)c2ccccc2)CC1	-1	1	2	10	-0.3	.	-2.1	104	4	-6

No new results follow: entries from further up.
SMILES	RTF Ca sens act	Keap1-Nrf2 PPI	V-ATPase pH	MOR-DOR inv ag	LANA DNA inh	Wnt bcat act	MOR-DOR ag	Pemphigus Ab inh	Arrestin-AP2 inh	Cardiac RTF inh
COc1ccc(NC(=O)N2CCCC(c3ccccc3)C2)cc1 (centres undefined)	-5	1	-1	7	-0.1	2	-1.6	100	3	-4
Cc1ccc(CN2CC(C(=O)N(Cc3nnc(-c4ccccc4Cl)o3)C3CC3)CC2=O)cc1 (centres undefined)	6	-2	4	9	-1.3	-3	-1.6	114	-7	5
c1ccc(Cn2c(Nn3cnnc3)nc3ccccc32)cc1	-3	4	0	16	0.1	-1	-3.8	104	-1	1
CC(C)NC(=O)N(C)C[C@H]1Oc2c(NC(=O)C3CCCCC3)cccc2C(=O)N([C@H](C)CO)C[C@@H]1C	-4	0	-2	14	-2.4	1	-2.6	100	-5	3
Cc1cccc(C(=O)N(CC(=O)Nc2sc(C)c(C)c2C(N)=O)C2CCCC2)c1	-1	2	-2	14	1.3	-2	-2.2	.	15	-8
O=C(CCC(=O)N1CCc2ccccc2C1)N1CCN(S(=O)(=O)c2ccccc2)CC1	-1	1	2	10	-0.3	.	-2.1	104	4	-6

(more compounds)
SMILES	RTF Ca sens act	Keap1-Nrf2 PPI	V-ATPase pH	MOR-DOR inv ag	LANA DNA inh	Wnt bcat act	MOR-DOR ag	Pemphigus Ab inh	Arrestin-AP2 inh	Cardiac RTF inh
COc1cccc2sc3cc(NCC[C@@H]4CCCN4C)ccc3c(=O)c12	9	-8	-11	-6	-4.7	14	1.0	116	6	-12
CCOc1ccc(NC(=O)CC2C(=O)NCCN2C(=O)Nc2ccccc2)cc1 (centres undefined)	-2	-2	2	14	0.1	-1	-2.1	107	-9	0
O=C(NCc1ccccn1)[C@@H]1C[C@H]1[C@@H](NP(=O)(c1ccccc1)c1ccccc1)c1ccccc1	5	-2	0	7	0.9	-3	-1.2	103	-2	-3
COC(=O)c1cc(NC(=O)CSC2=NCCS2)cc(C(=O)OC)c1	1	2	2	5	-0.1	-1	-1.1	95	25	-11
CC1CC1C(=O)OCC(=O)NC(=O)c1ccccc1 (centres undefined)	-3	3	7	3	0.4	-2	-0.5	108	11	-5
Cc1ccn(C(=O)c2cc3c(C)nn(-c4ccccc4)c3s2)n1	0	-1	1	3	0.2	.	-0.6	100	31	-5
CC(C)(CNCC(O)c1ccccc1)N1CCOCC1 (centres undefined)	-1	-9	-3	22	-1.9	-1	-5.3	.	-2	-9
COC(=O)C1=C(C)Nc2c(c(=O)n(C)c(=O)n2C)C1c1cccc(O)c1 (centres undefined)	-7	-2	-3	6	-2.0	2	-1.1	86	-7	-1
CCN1C(=O)c2ccc(C(=O)Nc3c(C)cc(C)cc3C)cc2C1=O	-2	0	-3	14	-1.3	-1	-2.9	117	2	-10
Cc1cc(C(=O)NNC(=O)C(CCC(N)=O)NS(=O)(=O)c2ccc(Cl)cc2)c(C)o1 (centres undefined)	1	-1	-1	8	2.6	-1	-1.6	113	40	1
O=C(CSc1cccc[n+]1[O-])N1CCc2ccccc21	9	2	3	-2	-0.1	1	0.3	99	15	1
O=S(=O)(c1ccc(Cl)s1)N1CCc2ccccc2C1	-3	-3	-2	-12	-0.4	.	2.2	102	-5	-14
O=C(O)CC(Cc1ccc(Cl)cc1)C(=O)Nc1cc(Cl)ccc1Cl (centres undefined)	-4	2	-4	3	-0.7	-1	-0.6	118	14	-2
O=C(NCc1nnc(SCC(=O)N2CCc3ccccc32)o1)c1ccco1	-9	-6	-5	6	0.6	-5	-1.3	98	-2	5
O=C(Cc1cccs1)Nc1nnc(-c2ccc(F)cc2)s1	-3	5	0	-20	0.3	-1	4.0	104	18	-5
CC1CCCCC12NC(=O)N(CC(=O)Nc1ccc(N3CCCCC3)cc1)C2=O (centres undefined)	-9	3	4	11	1.0	-4	-1.7	113	-8	2
COc1cc(NC(C)C(=O)N2CC(C)OC(C)C2)cc(OC)c1 (centres undefined)	-3	-2	1	1	5.0	0	-0.2	110	1	-11
